# Screening data from PubChem.
# PAFAH1B3 FP inh: PAFAH1B3 (human) inhibition; recombinant PAFAH1B3, FP-rhodamine probe, fluorescence polarization; inhibition, % at 3.39 µM; 340,000 compounds, 0.28% hits;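 active = inhibition above the screen-wide average of all tested compounds plus 3 SD, cut at about 25% in these data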;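 also: 0% = enzyme with DMSO only and 100% = wells lacking PAFAH1B3 protein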
# PAFAH1B2 FP inh: blocks human PAF acetylhydrolase 1b catalytic subunit 2. recombinant PAFAH1B2, FP-rhodamine activity probe, fluorescence polarization. inhibition, % at 3.39 µM. 340,000 compounds, 1.2% hits. AID 492953;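 active = inhibition above the mean of all tested compounds plus 3 SD, cut at about 24% in these data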;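 also: 0% = enzyme with DMSO and 100% = wells lacking PAFAH1B2; many of its hits are not listed in these tables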
# PAD4 FP inh: inhibitors of human PAD4. inhibition, % at 6.36 µM. 330,000 compounds, 0.41% hits. recombinant PAD4, RCA probe fluorescence polarization. Q9UM07. AID 485272;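 active = percent inhibition above a cutoff equal to the mean of all tested compounds plus 3 SD, cut at about 15% in these data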;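 also: 0% = PAD4 with RCA probe and DMSO and 100% = probe without PAD4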
# Target sequence (Q9UM07 whole entry, looked up): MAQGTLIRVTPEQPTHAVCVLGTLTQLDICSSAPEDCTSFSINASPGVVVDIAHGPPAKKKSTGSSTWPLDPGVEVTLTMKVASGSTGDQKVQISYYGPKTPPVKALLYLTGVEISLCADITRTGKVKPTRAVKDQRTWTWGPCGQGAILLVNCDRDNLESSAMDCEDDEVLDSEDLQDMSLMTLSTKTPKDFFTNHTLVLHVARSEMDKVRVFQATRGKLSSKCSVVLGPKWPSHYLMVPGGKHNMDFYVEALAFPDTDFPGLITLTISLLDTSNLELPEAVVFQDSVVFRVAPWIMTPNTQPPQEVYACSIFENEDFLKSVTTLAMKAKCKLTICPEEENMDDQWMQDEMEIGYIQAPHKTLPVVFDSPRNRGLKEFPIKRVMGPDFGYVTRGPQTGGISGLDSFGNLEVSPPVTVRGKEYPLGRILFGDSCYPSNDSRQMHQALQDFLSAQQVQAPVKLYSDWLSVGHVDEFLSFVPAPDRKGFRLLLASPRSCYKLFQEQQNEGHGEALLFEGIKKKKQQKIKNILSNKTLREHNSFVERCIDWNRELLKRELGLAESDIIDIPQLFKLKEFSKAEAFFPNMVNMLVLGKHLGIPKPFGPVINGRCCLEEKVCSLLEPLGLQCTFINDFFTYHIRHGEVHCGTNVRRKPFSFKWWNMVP
# LYPLA2 inh: LYPLA2 (human) inhibition in PME1 counter-screen. AID 2177. inhibition, % at 5.9 µM. 320,000 compounds, 0.38% hits. recombinant LYPLA2, FP-Rh probe fluorescence polarization. O95372;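 active = inhibition above the screen-wide mean plus 3 SD, limit set per campaign, cut at about 26% in these data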;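 also: 0% = LYPLA2 with DMSO and 100% = wells lacking LYPLA2 enzyme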
# LYPLA1 inh: blocks human lysophospholipase 1, a PME1 counter-screen; O75608; recombinant LYPLA1, FP-Rh probe fluorescence polarization; inhibition, % at 5.9 µM; 320,000 compounds, 0.16% hits; AID 2174;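 active = inhibition above the mean of all tested compounds plus 3 SD, set per campaign, cut at about 14% in these data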;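 also: inhibitors block serine hydrolase probe labeling of LYPLA1 so polarization falls; 0% = enzyme with DMSO and 100% = wells lacking LYPLA1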
# PME-1 primary: blocks human protein phosphatase methylesterase 1. recombinant PME-1, FP-Rh probe fluorescence polarization. 320,000 compounds, 0.53% hits. AID 2130. inhibition, % at 5.9 µM;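 active = inhibition above the campaign mean of all compounds plus 3 SD, cut at about 26% in these data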;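 also: competitive labeling of PME-1 active site by serine hydrolase directed probe; 0% = PME-1 with DMSO and 100% = wells lacking PME-1 enzyme; inhibitors block probe labeling so polarization falls and inhibition rises; many of its hits are not listed in these tables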
# Target sequence (Q9Y570 whole entry, looked up): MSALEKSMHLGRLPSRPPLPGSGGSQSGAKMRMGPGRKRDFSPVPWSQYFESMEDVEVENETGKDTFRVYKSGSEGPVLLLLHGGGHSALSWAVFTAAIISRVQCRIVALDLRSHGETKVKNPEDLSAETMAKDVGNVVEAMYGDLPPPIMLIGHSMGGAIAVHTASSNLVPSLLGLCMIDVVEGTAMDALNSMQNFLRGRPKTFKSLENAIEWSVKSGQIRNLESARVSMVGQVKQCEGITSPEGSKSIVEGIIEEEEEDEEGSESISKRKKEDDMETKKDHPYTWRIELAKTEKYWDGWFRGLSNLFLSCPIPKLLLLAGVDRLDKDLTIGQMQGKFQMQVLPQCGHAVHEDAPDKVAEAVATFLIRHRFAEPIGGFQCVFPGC
# pPAFAH inh: pPAFAH (human) enzyme inhibition. Q13093. recombinant pPAFAH, FP-rhodamine probe fluorescence polarization. inhibition, % at 3.39 µM. 330,000 compounds, 1.5% hits;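 active = inhibition above the mean inhibition across the screen plus 3 SD, cut at about 25% in these data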;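 also: inhibitors block binding of the rhodamine activity-based probe so polarization drops; 0% = enzyme with DMSO and 100% = wells lacking pPAFAH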
# PREPL inhibitor: inhibits the human prolyl oligopeptidase-like enzyme. Q4J6C6. recombinant PREPL, fluorescence polarization activity-based probe. inhibition, % at 5.96 µM. 320,000 compounds, 0.68% hits. AID 2751; in the data active = inhibition above about 43%;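 also: 0% = enzyme with DMSO and 100% = wells lacking enzyme; many of its hits are not listed in these tables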
# GSTO1 inh: blocks human GSTO1 in RBBP9 counter-screen | P78417 | recombinant GSTO1, activity-based probe fluorescence polarization | inhibition, % at 5.96 µM | 300,000 compounds, 1.1% hits | AID 1974;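 active = inhibition above the campaign mean inhibition plus 3 SD, cut at about 35% in these data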;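 also: 0% = GSTO1-1 with DMSO and 100% = wells lacking GSTO1-1 enzyme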
# The depositor's hits bear a star; · = not tested or not shown. A portion of the library; rates above refer to the full screens.
Structure	PAFAH1B3 FP inh	PAFAH1B2 FP inh	PAD4 FP inh	LYPLA2 inh	LYPLA1 inh	PME-1 primary	pPAFAH inh	PREPL inhibitor	GSTO1 inh
O=C(Cc1c(F)cccc1Cl)N1CCCC1	2	-7	-4	-1	0	-3	-1	2	3
Cn1cc(CN(CCO)Cc2cccs2)c(-c2ccccc2F)n1	-1	5	-3	-1	-1	1	2	-6	9
O=c1oc2ccccc2c(Nc2ccc(O)cc2)c1[N+](=O)[O-]	3	8	-4	14	10	5	7	0	0
Cc1ccc(CS(=O)Cc2ccc(C(=O)NCc3ccc4c(c3)OCO4)o2)cc1 (configuration not stated)	13	10	1	3	0	4	8	-8	4
CCN(CC)CC#Cc1ccc(C)cc1	3	-1	1	-4	-3	-3	-2	1	2
O=C(Cn1cc(Cl)c([N+](=O)[O-])n1)NCCC1=CCCCC1	2	6	4	0	2	-3	2	21	1
Cc1cc(Cl)c(S(=O)(=O)N2CCCC2)cc1OCC(=O)NC1CCCCC1	9	4	-2	4	2	3	14	-3	4
O=C(COC(=O)COc1cccc(C(F)(F)F)c1)NC1CCCC1	-1	2	0	2	2	-1	13	4	0
CC(C(=O)NCc1ccccc1)N1C(=O)CN(C)C(=O)c2ccccc21 (configuration not stated)	4	-2	-7	-3	-2	0	-1	4	11
COc1ccc(NC(=O)CN(C)CC(=O)Nc2ccc3c(c2)CCC3)cc1	1	8	5	7	-1	3	2	6	0
COc1ccccc1C(=O)N/N=C/c1ccc(Cl)s1	5	1	0	2	-2	-1	-5	7	-5
CS(=O)(=O)N(Cc1ccccc1)c1ccc(C(=O)NCCSCc2ccco2)cc1	1	21	-2	-5	-3	3	5	3	4
CC(C)C(=O)Nc1ccc(Br)cc1Cl	8	3	4	-8	-5	-1	-1	-12	6
CSc1ncccc1C(=O)OCC(=O)c1ccccc1	15	12	-3	12	0	1	0	10	11
O=C(O)[C@H](Cc1ccccc1)NC(=O)N1CCCCCC1	14	9	-1	-1	-5	-7	-1	-2	1
COc1cccc(NC(=O)c2ccccc2N2C(=O)C3C4C=CC(C5CC45)C3C2=O)c1 (configuration not stated)	-1	-4	4	-2	-2	3	2	6	10
Clc1ccc(-n2nnnc2-c2ccccc2)cc1	9	13	-3	2	-1	4	-2	7	2
COc1ccc([C@H]2CC(=O)C=C(c3cc(OC)ccc3OC)C2)cc1	-2	1	-4	7	4	9	-1	14	·
CC(C)Cc1nnc(NC(=O)CCC(=O)Nc2ccc3cn[nH]c3c2)s1	2	5	-6	-10	-3	-6	-9	6	5
c1ccc2c(c1)CCCN2c1nc(N2CCOCC2)nc(N2CCOCC2)n1	6	6	2	5	3	0	0	0	6

# Additional results.
Structure	PAFAH1B3 FP inh	PAFAH1B2 FP inh	PAD4 FP inh	LYPLA2 inh	LYPLA1 inh	PME-1 primary	pPAFAH inh	PREPL inhibitor	GSTO1 inh
CCN(CC)S(=O)(=O)c1ccc(N2CCCC2)c(NC(=O)CC(C)(C)C)c1	7	8	3	0	0	-10	-2	-4	8
COc1ccc(CCC(=O)OCC(=O)Nc2ccc(OC)c(OC)c2)cc1OC	7	2	-2	-2	2	8	6	9	2
O=C(COC(=O)c1cc(-c2ccc(Cl)s2)nc2ccccc12)NCc1ccco1	-1	-4	-5	-31	-27	-24	2	-5	-24
O=C1Nc2ccc(Br)cc2C1=Nc1cccnc1	·	·	-1	3	3	-3	4	19	28
COC(=O)Nc1c(-c2ccccc2)nc2ccccn12	0	0	-6	-2	-2	1	-2	8	5
COc1cc(CC(NC(C)=O)C(=O)NC2CCN(C(=O)C3CC3)CC2)cc(OC)c1 (configuration not stated)	3	-1	7	-10	-6	-10	-3	3	11
O=C(NCC1CCCO1)c1onc(CSc2ccc(Cl)cc2)c1C(=O)O (configuration not stated)	5	25*	-2	-3	-1	-3	12	-2	-9
Cc1cccc[n+]1C1C(c2ccccc2)C(C#N)=C(C(=C=[N-])C#N)NC1(O)C1CC1 (configuration not stated)	21	16	-8	2	-1	-13	29*	18	24
Cc1cccc(NC(=O)Cn2c(=O)oc3cc(S(=O)(=O)N4CCCC4)ccc32)n1	-3	-1	1	1	4	4	0	-1	-1
COc1ccc(C(=O)NNC(=S)NC2CCCCC2)cc1OC	-2	6	1	1	0	4	2	5	5
Oc1cccc(Oc2ncc(C(F)(F)F)cc2Cl)c1	-2	3	4	2	0	1	0	1	3
COCCCC1CCN(C(=O)C2CCC(=O)N(CCc3cccc(F)c3)C2)CC1 (configuration not stated)	13	4	-3	4	0	1	2	10	4
CCOP(=O)(OCC)C(Nc1ccccc1)c1ccco1 (configuration not stated)	7	0	1	5	-1	5	-5	20	2
O=C(CC(c1ccco1)S(=O)(=O)c1ccccc1)c1ccc(F)cc1 (configuration not stated)	2	2	-3	-2	0	-1	-1	-9	10
CCOC(=O)N1CCN(C(=O)CSc2nnc(CNC(=O)c3c(F)cccc3Cl)o2)CC1	10	1	3	8	2	-5	0	4	2
O=C(CSc1nnc(NC(=O)C2CC2)s1)Nc1ccccc1C(F)(F)F	0	1	-2	-7	-1	1	0	-10	-1
Cc1csc(NC(=O)CSc2nnnn2C)n1	8	0	0	2	0	-1	-2	-12	1
CC(NCc1ccc2c(c1)OCO2)C(=O)N1CCc2ccccc21 (configuration not stated)	12	4	-2	0	3	0	5	1	-2
CC(=O)c1ccccc1OC(=O)c1c(F)cccc1F	7	6	5	-2	2	0	0	0	-4
CN(c1ccccc1C(=O)Nc1cccc(C(F)(F)F)c1)S(C)(=O)=O	6	5	-2	3	-1	-2	1	14	1

# Additional records follow:
Structure	PAFAH1B3 FP inh	PAFAH1B2 FP inh	PAD4 FP inh	LYPLA2 inh	LYPLA1 inh	PME-1 primary	pPAFAH inh	PREPL inhibitor	GSTO1 inh
Cc1cc(C(=O)Nc2cccc3cccnc23)ccc1[N+](=O)[O-]	2	0	1	1	1	5	5	13	5
CCC(=O)N1c2ccc(S(=O)(=O)N3CCN(CC)CC3)cc2CC1C (configuration not stated)	1	1	-4	7	2	-1	3	8	-7
O=C(OCc1nnc(-c2ccccc2)o1)C1CC(=O)N(c2ccccc2)C1 (configuration not stated)	-12	4	-3	-3	-2	0	6	-6	-2
COc1ccc(C(=O)[C@H]2[C@H]3C(=O)N(c4ccc(OC(C)=O)cc4)C(=O)[C@H]3C3C=CC=NN32)cc1 (some centres not stated)	-6	-3	1	-4	-4	-15	-5	-1	14
OC(COc1c(Cl)cc(Cl)cc1Cl)CN1CCCCC1 (configuration not stated)	5	-1	-1	3	-1	-3	1	-7	-7
CNC(=S)Nc1ccc([N+](=O)[O-])c(C)c1	4	2	-3	-2	0	-6	0	2	4
Cc1nnc(SCC(=O)Nc2ccccc2F)n(N)c1=O	8	-7	0	-5	-2	2	-5	2	-2
Cc1ccccc1NC(=O)c1c(Cl)nc(C)c(Cl)c1C	9	1	0	1	1	-1	5	0	4
CN1CCC(OC(=O)COc2ccc(F)cc2)CC1	14	1	1	2	6	-2	5	5	-2
O=C(Cc1cccc2ccccc12)Nc1ccc(-c2cc3ccccc3oc2=O)cc1	-5	-2	0	-54	-28	-5	-4	-18	-9
COc1cc(OC)cc(C(=O)N2CCN(Cc3ccccc3[N+](=O)[O-])CC2)c1	6	0	0	1	2	5	-4	1	-4
Cc1cccc(NC(=S)N2CCN(c3cc(C)ccc3C)CC2)c1	-1	2	0	3	1	10	1	3	-1
CCN(CC)CCn1cnc2c1c(=O)[nH]c(=O)n2Cc1ccccc1	7	0	-3	-2	2	-6	5	-19	5
CCOc1ccc(OCCSc2nc3ccccc3o2)cc1	3	1	-3	-4	-2	-5	3	-11	3
O=C1CN(CC(=O)N2CCCCC2)c2ccccc2O1	12	8	3	-1	-4	-5	6	27	30
Cc1cccc(NC(=O)CCC(=O)N/N=C/c2ccco2)c1C	5	7	-7	-5	-3	-1	5	-3	0
Cc1cccc(-c2noc(Cc3ccccc3)n2)c1	8	-1	-3	10	0	2	4	-6	5
O=C(CCSc1ccccc1)Nc1nc2c(s1)CCCC2	17	19	4	5	0	-2	7	-32	3
Cc1cc(C)n(CC(=O)NC2CCCN(Cc3ccc(Cl)cc3)C2)n1 (configuration not stated)	9	5	-3	3	1	0	-1	11	2
CC(C)OC(=O)CC1C(=O)NCCN1C(=S)NC(=O)c1ccccc1 (configuration not stated)	4	0	-5	1	3	-3	3	-4	0

# Further entries:
Structure	PAFAH1B3 FP inh	PAFAH1B2 FP inh	PAD4 FP inh	LYPLA2 inh	LYPLA1 inh	PME-1 primary	pPAFAH inh	PREPL inhibitor	GSTO1 inh
CC12CCC(C(=O)Nc3ccncc3)(CC1O)C2(C)C (configuration not stated)	5	2	-3	-6	1	-4	-5	0	3
CC(=O)Nc1cc(-c2nn3c(C)nnc3s2)ccc1C	0	4	1	-6	1	0	-3	-1	0
O=[N+]([O-])c1ccc(Cc2ccccn2)cc1	6	7	-5	1	-1	1	5	3	·
CC1CCCC(C)N1C(=O)COC(=O)CNC(=O)c1sc2ccccc2c1Cl (configuration not stated)	-3	1	-4	7	5	5	3	15	-2
CC(c1ccccc1)N1C(=O)C2C3CCC(C3)C2C1=O (configuration not stated)	-1	6	-8	-1	-4	0	-1	6	0
COc1ccc2c(c1)OC(O)(C(F)(F)F)CC2=O (configuration not stated)	13	3	-3	-4	-3	4	7	-12	36*
COc1ccc(N(C(=O)c2cccnc2)S(=O)(=O)c2ccc3c4c(cccc24)C(=O)N3C)cc1	2	-1	-2	-2	-2	-2	2	7	9
CC(NC(=O)c1cccs1)C(S)c1ccccc1 (configuration not stated)	-3	4	4	-14	-7	8	7	-1	-5
Cc1c(NC(=O)c2cnc(Cl)c(Cl)c2)c(=O)n(-c2ccccc2)n1C	-2	-1	-2	-1	1	1	-1	9	-1
CC(C(=O)NCC1CCCO1)N(C(=O)c1snc(C(N)=O)c1N)c1ccccc1 (configuration not stated)	7	-4	-2	-5	-4	-5	3	9	-1
COc1ccc(Cl)cc1C(=O)OCC(=O)c1ccc[nH]1	7	0	-1	-10	-3	5	-2	9	·
Cc1ccc(-c2n[nH]c(=O)c3ccccc23)cc1S(N)(=O)=O	6	1	8	-1	-2	8	7	1	-4
CCCC(=O)NC(c1ccco1)c1c(O)ccc2ccccc12 (configuration not stated)	2	1	-3	-5	-1	2	-3	5	4
Cc1c(C(=O)N/N=C/c2cccs2)nc2ccccn12	3	0	-5	18	0	1	4	-3	0
COc1ccc(CCn2c(=N)c(C(=O)NCC3CCCO3)cc3c(=O)n4ccccc4nc32)cc1OC (configuration not stated)	0	5	0	3	7	1	-1	3	-2
Cc1ccc(Oc2coc3cc(O)ccc3c2=O)cc1	2	6	-6	0	-1	-2	-4	-10	-8
CC1(c2ccc3ccccc3c2)NC(=O)N(CC(=O)Nc2cccc(S(=O)(=O)N3CCOCC3)c2)C1=O (configuration not stated)	-8	-2	2	-3	-11	-6	33*	-46	5
O=C(c1cccs1)N1CCC(c2nc3c(nnn3Cc3ccccc3)c(=O)[nH]2)CC1	17	1	-13	0	-2	4	3	12	-5

# Three entries from above, sorted by their value in PAD4 FP inh, falling.
Molecule | PAFAH1B3 FP inh | PAFAH1B2 FP inh | PAD4 FP inh | PME-1 primary | pPAFAH inh | PREPL inhibitor
COc1ccc(Cl)cc1C(=O)OCC(=O)c1ccc[nH]1 | 7 | 0 | -1 | 5 | -2 | 9
CC(C(=O)NCC1CCCO1)N(C(=O)c1snc(C(N)=O)c1N)c1ccccc1 (configuration not stated) | 7 | -4 | -2 | -5 | 3 | 9
Cc1c(C(=O)N/N=C/c2cccs2)nc2ccccn12 | 3 | 0 | -5 | 1 | 4 | -3
